# NOD2-RIPK2 inh: NOD2-RIPK2 protein interaction inhibition; O43353; CHO BLA complementation NOD2-RIPK2, CCF4 ratio; inhibition, % at 4.98 µM; 360,000 compounds, 0.38% hits; in the data active means inhibition above about 21%;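 further: 0% = vehicle only and 100% = reference blocker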
# ABCB6 inh 2: blocks the human ABCB6 transporter | K562-ABCB6 porphyrin accumulation, flow cytometry, 1 h; hits give low values | 360,000 compounds, 0.19% hits | AID 602162 | fluorescence ratio to DMSO, % at 10 µM;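 active means fluorescence ratio to DMSO below 75%, the collection mean minus 3 SD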;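 further: signal is porphyrin accumulated inside mitochondria; 100% equals median channel fluorescence of DMSO control wells; lower ratio means ABCB6 inhibition with less porphyrin fluorescence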
# H9c2 protect: protects H9c2 cardiomyocytes from peroxide injury. H2O2 injury protection, ATPLite, 2 h. protection from H2O2 cell death, % at 20 µM. 360,000 compounds, 0.63% hits;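 active means compounds giving at least 50% protection of heart cells from peroxide-induced death in the single-dose screen, raw or plate-pattern-corrected value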;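 further: 0% = DMSO wells with peroxide and 100% = DMSO wells without peroxide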
# m5-HT2A agonist: mouse HTR2A agonism via beta-arrestin recruitment; P35363; CHO-K1 mHTR2A beta-arrestin complementation, luminescence; percent of 30 µM serotonin response; activation, % at 7.6 µM; 360,000 compounds, 0.66% hits;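 active means activation above a run cutoff, the mean activation of all tested compounds plus 3 SD, cut at about 14% in these data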;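 further: 0% = plate median of compound wells and 100% = 30 µM serotonin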
# MC4R antagonist: blocks human MC4R cAMP signaling; P32245; MC4R-expressing cells, MTII-stimulated cAMP, LANCE TR-FRET; inhibition, % at 6.5 µM; 360,000 compounds, 0.48% hits; AID 540295;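 active means inhibition above its plate's cutoff, the mean of tested wells on that plate plus 3 SD, cut at about 29% in these data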;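 further: 0% = Melanotan II alone and 100% = Melanotan II plus saturating MCL0020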
#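 Assay system: U2OS cells stably expressing human melanocortin 4 receptor (MC4R) / Dosing: 6.5 µM / Timing: compound 30 min, challenge 1 h, detection 1 h / Measured by: Eu-cAMP/anti-cAMP TR-FRET, emission 671 nm / Replicates: singlicate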
# MC4R barr agon: activates human MC4R beta-arrestin recruitment; P32245; U2OS MC4R beta-arrestin complementation, luminescence; percent of melanotan II response, DMSO zero; activation, % at 8.9 µM; 360,000 compounds, 0.98% hits; AID 540308;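 active means activation above a per-plate cutoff, the mean activation of sample wells on that plate plus 3 SD, cut at about 8% in these data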
# ABHD5 PLIN5 PPI: inhibitors of human ABHD5-perilipin-5 interaction. Split G. princeps luciferase complementation, luminescence, 4 h. inhibition, % at 4 µM. 360,000 compounds, 0.78% hits;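 active means inhibition above the mean inhibition across every tested compound plus 3 SD, cut at about 22% in these data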;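 further: 0% = DMSO only wells and the 100% control is not disclosed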
# Glyco luc inh: blocks N-linked glycosylation in D54 reporter cells | D54 ERlucT glycosylation luciferase reporter, 24 h; percent of 100 nM tunicamycin response | reporter increase, % at 12.5 µM | 360,000 compounds, 0.23% hits;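 active means mean luciferase reporter signal, scaled so untreated is 0 and the glycosylation-blocking control 100, at or above a set limit in every replicate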;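 further: luciferase carries N-glycosylation sites so blocking glycosylation raises the light; 0% = median of neutral control wells and 100% = median of 100 nM tunicamycin wells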
# SRC2 inh: human SRC2 (NCOA2) inhibition | HEK293 GAL4-SRC2 luciferase reporter, luminescence | Q15596 | 370,000 compounds, 0.17% hits | inhibition, % at 9 µM;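 active means inhibition above the mean inhibition of all tested compounds plus 3 SD, set per campaign, cut at about 52% in these data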;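 further: 0% = DMSO treated cells and 100% = cells given Gossypol at 36 µM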
# Target sequence (Q15596 whole entry, looked up, the tested form may be a part): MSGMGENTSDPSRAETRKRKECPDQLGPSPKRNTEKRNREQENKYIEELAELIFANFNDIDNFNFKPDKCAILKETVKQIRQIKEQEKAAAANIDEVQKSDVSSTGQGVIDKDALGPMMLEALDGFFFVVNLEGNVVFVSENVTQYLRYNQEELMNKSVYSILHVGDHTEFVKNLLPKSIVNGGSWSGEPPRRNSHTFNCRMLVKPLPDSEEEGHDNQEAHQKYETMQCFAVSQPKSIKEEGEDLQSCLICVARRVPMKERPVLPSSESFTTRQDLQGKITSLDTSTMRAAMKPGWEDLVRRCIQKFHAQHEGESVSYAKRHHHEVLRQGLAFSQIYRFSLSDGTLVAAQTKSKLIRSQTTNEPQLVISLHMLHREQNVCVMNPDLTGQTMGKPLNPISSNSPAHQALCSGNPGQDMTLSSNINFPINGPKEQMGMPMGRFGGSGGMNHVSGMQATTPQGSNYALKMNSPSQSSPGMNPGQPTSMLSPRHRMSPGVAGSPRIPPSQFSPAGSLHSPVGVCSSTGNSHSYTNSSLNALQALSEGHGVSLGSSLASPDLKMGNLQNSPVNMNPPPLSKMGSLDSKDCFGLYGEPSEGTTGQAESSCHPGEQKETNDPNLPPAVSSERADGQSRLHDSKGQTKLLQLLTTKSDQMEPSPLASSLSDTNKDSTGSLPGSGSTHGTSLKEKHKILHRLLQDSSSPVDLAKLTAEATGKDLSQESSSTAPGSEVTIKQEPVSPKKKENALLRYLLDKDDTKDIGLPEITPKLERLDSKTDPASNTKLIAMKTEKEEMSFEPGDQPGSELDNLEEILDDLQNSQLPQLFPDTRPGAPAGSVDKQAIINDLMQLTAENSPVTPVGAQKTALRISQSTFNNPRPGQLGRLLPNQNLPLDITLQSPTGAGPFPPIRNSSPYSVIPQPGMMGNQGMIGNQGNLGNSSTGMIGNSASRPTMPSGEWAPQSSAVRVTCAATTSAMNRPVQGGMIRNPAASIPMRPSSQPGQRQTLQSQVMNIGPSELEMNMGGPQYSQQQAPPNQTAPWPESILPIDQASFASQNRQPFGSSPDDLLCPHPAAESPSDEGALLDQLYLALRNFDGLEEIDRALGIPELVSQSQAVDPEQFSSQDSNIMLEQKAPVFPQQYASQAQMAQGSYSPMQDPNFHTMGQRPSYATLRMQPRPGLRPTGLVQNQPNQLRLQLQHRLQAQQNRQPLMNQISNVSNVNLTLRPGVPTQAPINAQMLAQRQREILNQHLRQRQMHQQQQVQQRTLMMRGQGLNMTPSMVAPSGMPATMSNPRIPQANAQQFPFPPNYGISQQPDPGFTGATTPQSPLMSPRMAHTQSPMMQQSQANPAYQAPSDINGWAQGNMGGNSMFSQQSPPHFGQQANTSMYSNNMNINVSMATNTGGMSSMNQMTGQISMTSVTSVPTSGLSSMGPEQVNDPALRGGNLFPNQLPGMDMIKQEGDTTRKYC
# TLR9-MyD88 block: blocks human TLR9 binding to MyD88; CHO BLA complementation TLR9-MyD88, CCF4 FRET ratio; inhibition, % at 4.98 µM; 340,000 compounds, 0.21% hits; Q9NR96+Q99836;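 active means inhibition above the mean over all tested compounds plus 3 SD, cut at about 21% in these data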;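 further: 0% = DMSO only wells and 100% = clavulanate BLA inhibitor control wells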
# * marks the source's active call; other numbers are inactive results; x = no result given.
No.	smiles	NOD2-RIPK2 inh	ABCB6 inh 2	H9c2 protect	m5-HT2A agonist	MC4R antagonist
1	COc1ccc2c(=O)cc(-c3ccncc3)oc2c1OC	0	93	9	1	-12
2	CC1=NN(C(N)=S)C(=O)C1N=Nc1ccc(F)cc1 (stereo not given)	0	98	4	8	3
3	Cc1ccc(NC(=S)NC(=O)c2c(-c3ccccc3Cl)noc2C)cc1	-4	103	-8	-6	12
4	Cc1nnsc1S(=O)c1ccc(Cl)c(Cl)c1 (stereo not given)	-5	95	1	9	-8
5	CN(C)NC(=O)C(NC(=O)c1ccccc1)C12CC3CC(CC(C3)C1)C2 (stereo not given)	-6	99	-2	2	-2
6	O=C(Nc1scc(-c2ccc(F)cc2)c1C(=O)O)c1ccco1	-4	99	-13	4	16
7	Cc1ccc(S(=O)(=O)N2CCCN(C)CC2)cc1	-2	101	2	2	12
8	O=C(Nc1ccc2snnc2c1)N1CCN(c2ccccc2)CC1	4	96	-5	-1	4
9	CSc1ccccc1OCc1cc(C(=O)N(C)Cc2c(C)n[nH]c2C)no1	-7	95	0	7	7
10	CCCCNC(=O)C1(C)CCCCN1C(=O)c1cc(C#N)cs1 (stereo not given)	-4	94	9	2	3
11	COc1cccc(NC(=O)c2ccc(NC(C)=O)cc2)c1	-4	101	3	1	6
12	CCN(CC)c1ccc(C=Nc2cc(C)ccc2C)c(O)c1	-2	107	7	-3	-5
13	COc1cc(CNCc2ccccn2)ccc1OCc1cccc(Cl)c1	-8	96	-14	4	-3
14	Cc1ccc(CNC(=O)COC(=O)c2cc3c(s2)CCC(C)C3)cc1 (stereo not given)	-11	101	-7	1	16
15	O=C(NCCc1ccccc1)c1cc2ccccc2oc1=O	6	93	0	-2	15

No.	MC4R barr agon	ABHD5 PLIN5 PPI	Glyco luc inh	SRC2 inh	TLR9-MyD88 block
1	0.7	-3	-1	42	-3
2	-2.4	7	-3	-64	-12
3	6.2	-9	-5	9	-7
4	-0.1	6	9	19	-1
5	3.5	11	-1	0	-4
6	-0.9	-3	-1	-71	-13
7	-0.7	2	1	6	-4
8	-0.8	0	1	-17	-9
9	-1.8	-3	6	x	-6
10	1.2	-10	2	-3	x
11	-0.9	-1	2	-39	-5
12	2.4	16	6	-17	-10
13	3.4	5	-7	-9	-3
14	2.3	0	0	6	1
15	-0.5	4	2	-25	5

# The list goes on:
No.	smiles	NOD2-RIPK2 inh	ABCB6 inh 2	H9c2 protect	m5-HT2A agonist	MC4R antagonist
16	CN(C(=O)c1cccc(NC(=O)Cc2ccc([N+](=O)[O-])cc2)c1)C1CCCC1	2	87	-7	-4	-3
17	CCOC(=O)C1CCCN(S(=O)(=O)Cc2ccc(Cl)cc2)C1 (stereo not given)	5	102	3	1	1
18	COC(=O)Cc1[nH]n(-c2nc3ccccc3s2)c(=O)c1C(C)=Nc1ccc(OC)cc1	12	95	-18	-2	-2
19	COc1ccc(C(CNS(=O)(=O)c2ccccc2)N2CCN(C)CC2)cc1 (stereo not given)	-3	95	5	-8	-2
20	CC(C)(C)C1CCC2(CC1)Nc1cccc3cccc(c13)N2	-16	107	2	4	3
21	Cc1ccc2oc(-c3cccc(NC(=O)C4CCCO4)c3)nc2c1 (stereo not given)	7	87	-2	4	-2
22	CCOCCCNC(=O)c1ccc(OC(C)=O)cc1	-13	98	3	2	-4
23	COCCCNC(=O)/C(=C\c1cccn1C)NC(=O)c1cccs1	2	106	8	0	4
24	CCN1CCN(CC(=O)Nc2nc3ccc(OC)cc3s2)CC1	3	95	9	-6	1
25	Cc1ccc(N=C2NC(=O)C(CC(=O)O)S2)cc1 (stereo not given)	0	100	2	2	-9
26	Cc1ccc(S(=O)(=O)N2CCCC(C(=O)NCCC3=CCCCC3)C2)cc1 (stereo not given)	-2	99	2	0	1
27	COc1ccc(CNCc2ccc(OC)c3ccccc23)cc1	15	97	0	-4	6
28	Cc1ccc(CNC(=O)C2=CCN(S(=O)(=O)c3ccc(C)cc3)CC2)cc1	-5	104	-4	-5	11
29	CS(=O)(=O)c1ccc2nc(NC(=O)CCNC(=O)c3ccccc3Cl)sc2c1	2	100	4	-1	11
30	FC(F)(F)c1ccc2nnc(-c3c(Cl)cccc3Cl)n2c1	-6	95	-9	3	0

No.	MC4R barr agon	ABHD5 PLIN5 PPI	Glyco luc inh	SRC2 inh	TLR9-MyD88 block
16	-0.2	-3	-1	24	-6
17	-1.6	6	1	-13	8
18	0.0	-3	-20	42	-1
19	0.1	3	-1	2	-9
20	-0.1	-3	1	-2	12
21	-0.9	-1	1	-37	-3
22	-1.1	0	2	-44	-2
23	-2.0	-5	2	-26	-5
24	2.5	2	1	-13	-3
25	2.4	7	2	x	-4
26	-1.7	-4	1	-1	-15
27	0.6	-2	0	5	1
28	0.0	-8	-1	-16	-3
29	-0.3	7	0	0	-11
30	-0.9	-1	-3	23	3

# Going on with the list:
No.	smiles	NOD2-RIPK2 inh	ABCB6 inh 2	H9c2 protect	m5-HT2A agonist	MC4R antagonist
31	Cc1ccc(OCCC(=O)OCC(=O)Nc2ccc3[nH]c(=O)[nH]c3c2)cc1	-3	151	-1	-10	7
32	O=[N+]([O-])C(C1CCS(=O)(=O)C1)C1CCS(=O)(=O)C1 (stereo not given)	-4	101	0	3	13
33	COc1ccc(Cn2nnnc2C(CC(C)C)N2CCN(c3ccccc3)CC2)cc1 (stereo not given)	1	98	-14	2	14
34	Cc1ccc(NC(=O)CCS(=O)(=O)c2cc3[nH]c(=O)c(=O)[nH]c3cc2C)cc1	-7	101	9	1	-1
35	CSc1nnc(N2C(=O)C(O)=C(C(=O)c3ccco3)C2c2ccccc2)s1 (stereo not given)	1	107	5	3	12
36	CS(=O)(=O)N1CCN(c2ccc(NC(=O)CSc3ccc(Cl)cc3)cc2)CC1	-7	105	-4	0	-4
37	CN(C)c1nc(SCc2ccccc2)nc(N2CCOCC2)n1	13	100	-11	-2	4
38	CCOC(=O)/C(=C\c1ccccc1)C(=O)c1cc(C(C)=O)c(Nc2ccccc2)s1	2	99	-6	-5	15
39	CN(Cc1ccccc1)C(=O)c1[nH]cnc1C(=O)Nc1nccs1	4	97	12	1	6
40	O=S(=O)(/N=C(/Nc1ccccc1)c1ccccc1O)c1ccccc1	-12	93	-2	9	0
41	CC(NC(=O)Cn1nc(C(=O)O)c2ccccc2c1=O)c1ccccc1 (stereo not given)	-6	91	81*	-2	-3
42	CC(CC(=O)O)CC(=O)NNC(=O)c1cccc(Br)c1 (stereo not given)	-1	95	12	0	10
43	O=C1CCC(=O)N1OCCCOc1ccc2c(c1)CCC2	8	96	-8	-4	9
44	COC(=O)CNC(=O)COC(=O)/C=C/c1ccc(F)cc1	-9	86	6	7	2
45	CCc1ccc(C(O)c2ncc(-c3cccc(F)c3)[nH]2)cc1 (stereo not given)	5	95	-4	-4	-1

No.	MC4R barr agon	ABHD5 PLIN5 PPI	Glyco luc inh	SRC2 inh	TLR9-MyD88 block
31	-1.6	11	4	-23	-3
32	-0.5	7	0	8	x
33	2.4	-6	-5	-23	-1
34	-1.7	2	1	-16	-1
35	0.6	-1	1	-13	3
36	0.4	0	0	-14	7
37	0.7	-5	-3	-20	2
38	-1.4	4	35*	10	-3
39	-0.6	-6	1	0	2
40	0.2	8	1	3	-12
41	1.5	5	0	-10	-6
42	-0.4	4	-1	10	-8
43	-0.5	-8	0	-30	-3
44	6.9	1	1	-1	-7
45	3.3	0	-1	-9	x

# Part of the list above, limited to H9c2 protect, ABCB6 inh 2 and TLR9-MyD88 block:
no. | structure | H9c2 protect | ABCB6 inh 2 | TLR9-MyD88 block
10 | CCCCNC(=O)C1(C)CCCCN1C(=O)c1cc(C#N)cs1 (stereo not given) | 9 | 94 | x
42 | CC(CC(=O)O)CC(=O)NNC(=O)c1cccc(Br)c1 (stereo not given) | 12 | 95 | -8
16 | CN(C(=O)c1cccc(NC(=O)Cc2ccc([N+](=O)[O-])cc2)c1)C1CCCC1 | -7 | 87 | -6
32 | O=[N+]([O-])C(C1CCS(=O)(=O)C1)C1CCS(=O)(=O)C1 (stereo not given) | 0 | 101 | x

# As entered above.
# MC4R antagonist with `CSc1nnc(N2C(=O)C(O)=C(C(=O)c3ccco3)C2c2ccccc2)s1` (stereo not given) reads 12
# H9c2 protect with `Cc1ccc(OCCC(=O)OCC(=O)Nc2ccc3[nH]c(=O)[nH]c3c2)cc1` reads -1

# Remaining list, next part:
No.	smiles	NOD2-RIPK2 inh	ABCB6 inh 2	H9c2 protect	m5-HT2A agonist	MC4R antagonist
46	CNC(=S)N1CCN(c2nc(-c3ccc(F)cc3)cs2)CC1	-8	91	-6	1	1
47	Cc1ccsc1C1C2=C(CC(C)(C)CC2=O)Nc2ncnn21 (stereo not given)	-9	101	0	-5	12
48	Cc1cccc(C)c1-n1nnnc1-c1cnccc1C(F)(F)F	-4	98	8	5	-2
49	CCOC(=O)OC(C)OC(=O)[C@@H]1N2C(=O)[C@@H](NC(=O)[C@H](N)c3ccccc3)[C@H]2SC1(C)C (stereo not given in full)	-3	97	6	3	11
50	COc1ccc(-c2cc(=O)oc3c(C)c(OCC(=O)NCCCn4ccnc4)ccc23)cc1	-2	98	8	-4	17
51	Fc1ccc(C2=NNC(=NCc3ccccc3)SC2)cc1F	-5	100	-4	1	-6
52	COc1cccc(/C=C/C(=O)OCC(=O)Nc2cc(S(=O)(=O)N3CCOCC3)ccc2C)c1	5	93	-12	-3	-3
53	O=C(CN(c1cccc(Cl)c1)S(=O)(=O)c1ccc(Cl)cc1)NCc1ccccn1	3	101	0	-4	13
54	Cc1ccc(C(C(=O)NC2CCCCC2)N(Cc2ccco2)C(=O)C2COc3ccccc3O2)o1 (stereo not given)	-6	102	-2	-1	10
55	Cc1ccc(S(=O)(=O)N2CCN(C(=O)CSc3nnc(C)s3)C2)cc1	-7	103	-6	6	18

No.	MC4R barr agon	ABHD5 PLIN5 PPI	Glyco luc inh	SRC2 inh	TLR9-MyD88 block
46	-1.1	-7	-1	6	-6
47	0.9	-2	1	-6	-11
48	2.1	0	1	-5	0
49	0.1	-12	2	-2	0
50	-0.7	-11	-1	1	-11
51	-2.5	-12	-3	-21	4
52	-2.4	-3	2	-26	-8
53	2.3	6	-3	-5	2
54	-1.2	-9	-6	-8	-2
55	-0.9	-5	2	-18	-5

# In another format: entries from further up
cpd	SMILES	NOD2-RIPK2 inh	ABCB6 inh 2	H9c2 protect	m5-HT2A agonist	MC4R antagonist	MC4R barr agon	ABHD5 PLIN5 PPI	Glyco luc inh	SRC2 inh	TLR9-MyD88 block
48	Cc1cccc(C)c1-n1nnnc1-c1cnccc1C(F)(F)F	-4	98	8	5	-2	2.1	0	1	-5	0
49	CCOC(=O)OC(C)OC(=O)[C@@H]1N2C(=O)[C@@H](NC(=O)[C@H](N)c3ccccc3)[C@H]2SC1(C)C (stereo not given in full)	-3	97	6	3	11	0.1	-12	2	-2	0
50	COc1ccc(-c2cc(=O)oc3c(C)c(OCC(=O)NCCCn4ccnc4)ccc23)cc1	-2	98	8	-4	17	-0.7	-11	-1	1	-11

# These rows are one share of the data, so the mix of outcomes need not match the whole.
